GCN5L2 inh = blocks human GCN5L2 histone acetyltransferase | Q92830 | GCN5L2 HAT assay, ThioGlo1 CoA-SH fluorescence | Potency, µM (series often up to 58.9 µM), for the others: at the top dose activity change, negative = inhibition, usual class: inhibitors | 390,000 tested, 0.21% active
Target sequence (Q92830 whole entry, looked up): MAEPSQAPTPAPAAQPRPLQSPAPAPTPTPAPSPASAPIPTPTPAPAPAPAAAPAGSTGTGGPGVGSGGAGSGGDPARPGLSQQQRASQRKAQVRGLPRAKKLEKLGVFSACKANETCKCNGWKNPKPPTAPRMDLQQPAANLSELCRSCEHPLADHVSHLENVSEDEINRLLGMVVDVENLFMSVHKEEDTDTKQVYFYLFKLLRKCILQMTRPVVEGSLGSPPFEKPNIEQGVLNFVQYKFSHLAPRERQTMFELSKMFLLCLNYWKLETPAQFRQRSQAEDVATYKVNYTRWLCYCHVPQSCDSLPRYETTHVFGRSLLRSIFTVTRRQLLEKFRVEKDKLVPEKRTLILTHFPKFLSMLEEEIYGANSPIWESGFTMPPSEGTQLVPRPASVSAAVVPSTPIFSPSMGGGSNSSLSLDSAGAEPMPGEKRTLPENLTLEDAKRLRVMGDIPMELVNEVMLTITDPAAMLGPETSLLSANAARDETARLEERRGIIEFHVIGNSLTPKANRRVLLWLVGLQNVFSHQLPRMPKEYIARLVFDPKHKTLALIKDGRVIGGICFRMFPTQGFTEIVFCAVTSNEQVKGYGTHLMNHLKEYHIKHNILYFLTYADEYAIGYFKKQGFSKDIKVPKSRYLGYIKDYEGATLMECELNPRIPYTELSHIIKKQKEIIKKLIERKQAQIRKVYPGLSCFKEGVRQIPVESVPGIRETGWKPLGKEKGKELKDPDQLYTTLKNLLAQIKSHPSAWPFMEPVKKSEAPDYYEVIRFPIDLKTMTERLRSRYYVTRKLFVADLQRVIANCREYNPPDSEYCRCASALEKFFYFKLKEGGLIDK
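Titration-based screen in which CoA formation is detected via maleimide probe ThioGlo1 (50uM) turning fluorescent on thiol reaction; substrates H3(1-25) 75uM and acetyl-CoA 70uM, GCN5L2 20nM, 20 min incubation at room temperature.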
DT40 TDP1 no CPT = qHTS for Inhibitors of human tyrosyl-DNA phosphodiesterase 1 (TDP1): qHTS in cells in absence of CPT; DT40 Tdp1-/- hTDP1 cells, no CPT, ATP luminescence, 48 h; Potency, µM (highest dose often 46.2 µM), for the others: top-dose activity change, negative = growth inhibition, most hits filed as inhibitors; 420,000 tested, 15% active; further: nearly all actives have a fitted effect of over 55% in size
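Cells were dispensed at 400 per well, compounds added by pin tool, plates incubated ≥48 hr at 37 °C, then CellTiter-Glo added for 30 min at room temperature before luminescence reading. Line: DT40 Tdp1-/- complemented with hTDP1; camptothecin omitted.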
DT40 TDP1 CPT = DT40-hTDP1 cell growth loss with CPT; chicken DT40 Tdp1-/-;hTDP1 cells + 20 nM CPT, ATP luminescence, 48 h; Potency, µM (top dose mostly 46.2 µM), for the others: top-dose activity change, negative = growth inhibition, usual class: inhibitors; 420,000 tested, 12% active; further: nearly all actives have a fitted effect of over 55% in size
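Chicken DT40 Tdp1-/- cells stably complemented with human TDP1 were seeded at 400 cells/well in medium containing 20 nM camptothecin, exposed to pin-transferred compounds, and grown at 37 °C for at least 48 hr. Viability was read as ATP luminescence.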
An asterisk follows results filed as active; ? = inconclusive; / = not tested or not shown; & = joins results of further samples; [ ] = remark or other dose. The call rests on the fitted dose curve; in most records, active means well fitted curve in the direction sought with a large enough effect; inconclusive means small, poorly fitted or top-dose-only effect, or another doubt; inactive means no such curve, though single readings can be large; an effect the other way counts as inactive or inconclusive. On the % scale 0 is the no-effect control and ±100 the full control effect; potency means the concentration at half of the fitted maximal effect.

The opening 5 compounds as a preview:
molecule,GCN5L2 inh,DT40 TDP1 no CPT,DT40 TDP1 CPT
Cc1ccc(-c2csc(NC(=O)c3cccc(C)c3)c2C(=O)O)cc1,/,?,?
COCCNC(=O)CN(C(=O)CCC(=O)Nc1nccs1)c1ccccc1OC,-2%,-21%,13%
CC(C)(C)c1ccc(C(=O)N2CCN(CCNC(=O)C(=O)Nc3ccc(F)cc3)CC2)cc1,-8%,10µM*,16µM*
CN1c2ccccc2-c2nc3ccccc3n2C1c1ccccn1 (stereo unspecified),-4%,16µM*,16µM*
COc1ccccc1CN1CCC2(CC1)CCN(C(=O)c1c(C)noc1C)CC2,3%,-4%,3%

Results, from the first entry:
molecule,GCN5L2 inh,DT40 TDP1 no CPT,DT40 TDP1 CPT
Cc1ccc(-c2csc(NC(=O)c3cccc(C)c3)c2C(=O)O)cc1,/,?,?
COCCNC(=O)CN(C(=O)CCC(=O)Nc1nccs1)c1ccccc1OC,-2%,-21%,13%
CC(C)(C)c1ccc(C(=O)N2CCN(CCNC(=O)C(=O)Nc3ccc(F)cc3)CC2)cc1,-8%,10µM*,16µM*
CN1c2ccccc2-c2nc3ccccc3n2C1c1ccccn1 (stereo unspecified),-4%,16µM*,16µM*
COc1ccccc1CN1CCC2(CC1)CCN(C(=O)c1c(C)noc1C)CC2,3%,-4%,3%
c1ccc(CCNc2nnnn2-c2ccccc2)cc1,3%,?,-8%
Cc1noc(C)c1CSc1nnc2ccccn12,-17%,-7%,4%
NS(=O)(=O)c1ccc(CNC(=O)/C=C/c2ccco2)cc1,-6%,-11%,-12%
CC(C)Oc1ccc(C(CC(=O)O)n2cnnn2)cc1 (stereo unspecified),-5%,3%,3%
Cc1cccc(C)c1N(Cc1ccccc1F)S(C)(=O)=O,-15%,-20%,0%
COCC(C)n1c(SCC(=O)Nc2cc(C)on2)nc2ccccc2c1=O (stereo unspecified),-4%,-22%,?
Cc1ccc(Cl)cc1N1CCN(C2CCCCC2NS(=O)(=O)c2ccccc2)CC1 (stereo unspecified),-7%,18µM*,16µM*
COCCNC(=S)N(Cc1cc2cc(C)ccc2n2nnnc12)C1CCCC1,-3%,-20%,-13%
CCCCN(C)C(=O)Cn1c(=O)oc2cc(S(=O)(=O)N3CC(C)CC(C)C3)ccc21 (stereo unspecified),0%,?,?
O=C(COC(=O)c1c(Cl)cccc1Cl)Nc1cc(Cl)ccc1Oc1ccccc1,-8%,16%,10%

(list continues)
molecule,GCN5L2 inh,DT40 TDP1 no CPT,DT40 TDP1 CPT
O=C(CCc1ccc(S(=O)(=O)N2CCOCC2)cc1)Nc1nccs1,-4%,-17%,-16%
CC(=O)N1CCN(c2ccc(NC(=O)c3ccc4c(c3)OCCO4)cc2Cl)CC1,2%,?,?
Cc1ccc(CNC(=O)Cc2noc3ccccc23)cc1,2%,?,23%
C=CCN(Cc1cccc(OC)c1OC)S(=O)(=O)N(C)C,-4%,-9%,-12%
CN(C(=O)CSc1n[nH]c(=O)[nH]c1=O)c1ccccc1,0%,12%,1%
C[C@H]1CN([C@@H](C)CO)C(=O)CCCn2nncc2CO[C@@H]1CN(C)Cc1cccc(C(F)(F)F)c1,/,23µM*,21µM*
O=S(=O)(Nc1ccc(O)c2ccccc12)c1ccc(OC(F)(F)F)cc1,/,?,13µM*
CN1C(=O)CC(c2cn(Cc3ccccc3)c3ccccc23)C1=O (stereo unspecified),-13%,-6%,0%
Cc1cccc(NS(=O)(=O)c2csc(C(N)=O)c2)c1,-3%,-16%,-23%
Cc1ccc(NC(=O)CS(=O)CC(=O)NCC2CCCO2)cc1 (stereo unspecified),?,-14%,1%
COc1ccccc1-c1noc(-c2ccccc2C(=O)NCC2CCCO2)n1 (stereo unspecified),2%,-11%,-25%
Cn1ncc(N=Cc2ccccc2)c1C(N)=O,2%,-17%,0%
COc1ccc(-n2c(=O)c3c4c(sc3n3cnnc23)CC(C)CC4)cc1 (stereo unspecified),/,?,?
CC(=O)N1CCC2(CC1)C/C(=N\NC(=S)Nc1ccc(C)cc1)c1cc(O)ccc1O2,-13%,?,15µM*
CN(CCc1ccccn1)C(=S)Nc1cccc(S(=O)(=O)N(C)C)c1,-5%,-28%,3%

Other structures
molecule,GCN5L2 inh,DT40 TDP1 no CPT,DT40 TDP1 CPT
COc1cccc(-n2c(SCC(=O)NCc3cccs3)nc3ccccc3c2=O)c1,2%,?,-15%
CC(C)N1CC(C(=O)Nc2nc3ccccc3s2)CC1=O (stereo unspecified),-8%,-7%,-1%
Cc1ccc(-c2nc3ccccc3c(=O)n2CCCn2ccnc2)cc1,-4%,-10%,-14%
CCOC(=O)c1cccc(NC(=O)c2ccc3c(c2)nnn3CC)c1,3%,?,?
COc1ccc(NC(=O)c2ccc(-n3cccn3)nc2)c(OC)c1,-20%,-14%,-10%
COCCn1ccc2c(OCC(=O)Nc3cccc(C(F)(F)F)c3)cccc2c1=O,-4%,23µM*,?
C/C(=N\NC(=S)NC1CCCCC1)c1ccc(OC(F)F)cc1OC(F)F,-14%,26µM*,26µM*
CCOC(=O)c1ccc(NC(=S)N2CCN(CCNC3=CC(=O)CC(C)(C)C3)CC2)cc1,-2%,-4%,3%
COc1ccc(NS(=O)(=O)c2cccc(NC(=O)c3ccc(S(=O)(=O)N4CCCCCC4)cc3)c2)cc1,-5%,2.6µM*,3.7µM*
COC(=O)[C@@H](NC(=O)C1CCCN(c2nc(C)c3ccc(C)cc3n2)C1)C(C)C (stereo partly specified),/,?,14%[9.04 µM]
O=C(NC(=S)NCCSc1ccccc1)c1cccnc1,3%,-27%,-21%
COc1ccc(N2CCN(C(=O)CCCn3c(=O)[nH]c4ccsc4c3=O)CC2)cc1,-5%,-13%,-22%
Cc1ccc(S(=O)(=O)Nc2c3ccccc3nc(=O)n2-c2ccccc2)cc1,4%,?,-3%
FC(F)(F)c1ccccc1/C=N/n1c(C2CCCCC2)n[nH]c1=S,-6%,-21%,-23%
CCOc1ccc(CCNC(=O)COC(=O)/C=C/c2ccc(OC)c(OC)c2)cc1OCC,?,-4%,5%

The list goes on.
Each structure is followed by: GCN5L2 inh	DT40 TDP1 no CPT	DT40 TDP1 CPT
Cc1cc(C)cc(N2C(=O)CSC23C(=O)N(CC(=O)NC2CCCCC2)c2ccccc23)c1 (stereo unspecified)
    -5%	?	21µM*
COc1ccc(C(=O)c2coc3ccc(O)cc23)cc1
    -1%	?	2%[9.04 µM]
COC(=O)C1=C(C)N(C)C(=O)NC1c1cc2c(cc1Br)OCO2 (stereo unspecified)
    -4%	7%	-10%
CC(C)(C)NC(=O)c1ccccc1NC(=O)C1CCCO1 (stereo unspecified)
    -2%	-28%	-5%
COc1ccc(S(=O)(=O)N2Cc3ccccc3CC2C(=O)N2CCOCC2)cc1OC (stereo unspecified)
    -2%	-7%	-4%
COc1cccc(NC(=S)N(C)C2CCN(C)CC2)c1
    -4%	4%	-1%
CC(=O)N1C(=O)N(C(C)=O)C2C1N(C(C)=O)C(=O)N2C(C)=O (stereo unspecified)
    0%	1%	-22%
Cc1cccc(OCc2nnc3n2CCCCC3)c1
    -3%	-9%	5%
O=C(Nc1c(F)cc(F)cc1Br)c1cc(-c2ccco2)on1
    -17%	-21%	-15%
COc1cccc(-c2c(C(=O)N/N=C/c3cccnc3)nnn2-c2nonc2N)c1
    -10%	24%	-15%
CCOc1cc(/C=N\NC(=O)CN2CCOCC2)ccc1OCc1ccc(F)cc1
    0%	?	1%
O=C(CSc1ncnc2c1nnn2Cc1ccc(F)cc1)NC1CCCC1
    -10%	2%	13%
Nc1nc(-c2ccccc2)c(-c2ccc([N+](=O)[O-])cc2)s1
    -13%	?	?
COc1ccc(NC(=O)N2CCc3ccccc3C2)cc1
    ?	1%	?
COc1cc(CCN(C(=O)c2cc3ccccc3[nH]2)C(c2ccccn2)c2nc3ccccc3[nH]2)cc(OC)c1 (stereo unspecified)
    /	?	?

The list continues.
Each structure is followed by: GCN5L2 inh	DT40 TDP1 no CPT	DT40 TDP1 CPT
CCCN1CCN(C(=O)C2CCN(c3nnc(C)c4c(C)n(-c5ccc(C)cc5)nc34)CC2)CC1
    -20%	?	?
O=C(Nc1ccccc1Cl)Nc1ccccc1Cl
    5%	?	-19%
Cc1ccc2ccc3cc(C(=O)N4CCN(c5ccccc5F)CC4)nc3c2[nH]1
    -2%	16µM*	?
COc1cccc(/C=N/NC(=O)c2cc(C34CC5CC(CC(C5)C3)C4)[nH]n2)c1
    -3%	?	?
COc1cccc(NC(=S)NCc2ccc3c(c2)cc(C)n3C)c1
    -3%	16µM*	-20%
Cc1ccc(-c2nnc(-c3ccccc3S(=O)(=O)Cc3ccc(Cl)cc3)o2)cc1
    -2%	23µM*	?
CCOC(=O)C(Cc1ccccc1)C(=O)c1ccco1 (stereo unspecified)
    -3%	6%	-6%
COC(=O)c1sccc1NC(=O)c1cccc(OC)c1
    -3%[0.501 µM]	21µM*	?
O=C(CSc1nnc(-c2ccc(Br)cc2)o1)Nc1cccc2ccccc12
    /	-13%	?
Cc1occc1C(=O)Nc1cccc([N+](=O)[O-])c1C
    ?	10%	-19%
CC(C)c1ccc(C2OCC(C)([N+](=O)[O-])CO2)cc1 (stereo unspecified)
    /	?	-18%
COc1ccc(CC(=O)Nc2c(C(=O)N3CCN(c4ccccc4)CC3)oc3ccccc23)cc1OC
    -9%&-9%	?	?
COc1ccccc1N(C)S(=O)(=O)c1ccc(C(=O)N(C)Cc2ccc(Cl)s2)cc1
    -8%	15µM*	23µM*
CCc1ccc2nc(SCC(=O)NCC3CCCO3)c(C#N)cc2c1 (stereo unspecified)
    7%	-3%	9%
CC(=O)N(Cc1cccnc1)Cc1cc2ccccc2[nH]c1=O
    -4%	7%	2%

Taken from above.
CCc1ccc2nc(SCC(=O)NCC3CCCO3)c(C#N)cc2c1 (stereo unspecified) – DT40 TDP1 CPT: 9%
COc1cccc(NC(=S)NCc2ccc3c(c2)cc(C)n3C)c1 – GCN5L2 inh: -3%
CC(C)c1ccc(C2OCC(C)([N+](=O)[O-])CO2)cc1 (stereo unspecified) – DT40 TDP1 CPT: -18%

Following part
Each structure is followed by: GCN5L2 inh	DT40 TDP1 no CPT	DT40 TDP1 CPT
CCC/C(=N\NC(=O)c1ccc(OC)c(OC)c1)c1ccccc1
    -4%	-29%	-16%
CN(CC(=O)Nc1ccc(S(=O)(=O)N2CCCC2)cc1)CC(=O)Nc1cccc(F)c1
    2%	23µM*	18µM*
CCOC(=O)C1CCN(C(=O)c2cccnc2Cl)CC1
    -1%	2%	5%
O=C(Nc1ccc(Cl)cc1C(=O)NCC1CCCO1)c1ccc(Cl)cc1Cl (stereo unspecified)
    -8%	-29%	0%
Cc1cc(O)c(/C=N/Nc2cccc(Cl)c2)c(=O)o1
    19%	?	-10%
O=C(COc1ccc(Br)cc1CO)N1CCCc2ccccc21
    -1%	26µM*	-6%
CC(=O)Nc1cccc(-c2ccnc3c2CC(C)(C(=O)Nc2ccc(C(C)C)cc2)O3)c1 (stereo unspecified)
    /	?	?
CN(C)S(=O)(=O)N1CCN(c2ccccc2Cl)CC1
    2%	4%	4%
COc1cccc(-c2cc(=O)[nH][nH]2)c1
    -1%	-14%	17%
COc1ccc(C(F)(F)F)cc1N/C=C\c1nnnn1-c1ccc(C)cc1
    ?	?	-2%
Cc1ccccc1SCC(=O)Nc1cc(S(=O)(=O)N2CCOCC2)ccc1N1CCOCC1
    -5%	?	16µM*
O=C(c1noc2c1CCc1ccccc1-2)N1CCOCC1
    1%	-23%	-14%
CCn1c(-c2ccc3ncccc3c2)n[nH]c1=S
    -3%	3%	?
COc1ccc(CC(=O)N/N=C/c2c(C)n(C)c3ccccc23)cc1OC
    -2%	9.2µM*	9.2µM*
CN(NC(=O)C(=O)NCc1ccco1)C(=O)Nc1ccc(Cl)cc1
    /	?	?

Next section.
Each structure is followed by: GCN5L2 inh	DT40 TDP1 no CPT	DT40 TDP1 CPT
COCc1nnc(NC(=O)CCN2C(=O)c3ccccc3C2=O)s1
    -5%	-5%	-11%
CCOC(=O)Cc1csc(NC(=O)c2ccc(C)c(S(=O)(=O)N3CCOCC3)c2)n1
    -8%	-29%	?
CCSc1ccc([C@@H]2[C@@H]3C(=O)N(CC)C(=O)[C@@H]3[C@]3(C(=O)OC)CCCCN23)cc1OC
    -13%	?	-11%
CCc1cc(=O)[nH]c(SCCC(F)=C(F)F)n1
    2%	-12%	-15%
CCOC(=O)CSc1nnc(NCC(=O)OC)c(=O)[nH]1
    9%	?	-24%
CCCC(=O)Nc1nc2ccc(S(N)(=O)=O)cc2s1
    2%	-10%	-18%
COc1ccccc1CNC(=O)COC(=O)c1cc(-c2ccco2)nc2ccccc12
    -29%	?	?

Copied from the listing for reference:
Each structure is followed by: GCN5L2 inh	DT40 TDP1 no CPT	DT40 TDP1 CPT
COCc1nnc(NC(=O)CCN2C(=O)c3ccccc3C2=O)s1
    -5%	-5%	-11%
CCOC(=O)Cc1csc(NC(=O)c2ccc(C)c(S(=O)(=O)N3CCOCC3)c2)n1
    -8%	-29%	?

High-throughput results (PubChem BioAssay)

The list is partial; rates above refer to the full screens.
